# ALOX12 inh – Primary qHTS assay for inhibitors of human arachidonate 12S-lipoxygenase (ALOX12): Round 2; 580,000 tested, 1.1% active; AID 1671190, 2021; Polyunsaturated fatty acid lipoxygenase ALOX12 (Homo sapiens), P18054; purified 12hLO, xylenol orange hydroperoxide absorbance; Potency, µM (doses to about 108 µM), without a hit: at the top dose activity change, negative = inhibition, actives largely listed as inhibitors; note: potency is the fitted concentration of half-maximal effect; % is set by controls: 0 for no effect and ±100 for the full control effect
#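 Hydroperoxide product was detected by ferrous iron/xylenol orange as the 573 to 405 nm absorbance ratio. Arachidonic acid at 40 uM (final) was turned over for 30 min at room temperature by 150 nM human 12hLO, pH 7.0 Hepes buffer, after 15 min compound preincubation.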
# PI4K2A block – qHTS for small molecular inhibitors of PI4K2A; purified PI4K2A, ADP-Glo luminescence, 1 h; hits give low values; activity change, negative = inhibition, % at 76.9 µM; Phosphatidylinositol 4-kinase type 2-alpha (Homo sapiens), Q9BTU6; 420,000 tested, 0.13% active; in the data active = activity change below about -50%; inconclusive = mostly about -30% to -49%;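 note: -100% = wells without enzyme as full effect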
#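 In this quantitative HTS, ADP production by PI4K2A was quantified luminescently after 1 h at ambient temperature; 100 microM adenosine served as plate-quality control.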
# RGS4 inh – Inhibitors of Regulator of G Protein Signaling (RGS) 4: qHTS | Regulator of G-protein signaling 4 (Homo sapiens), P49798 | Transcreener GDP fluorescence polarization, RGS4-accelerated GTP hydrolysis | Potency, µM (highest dose often 114 µM), without a hit: at the highest dose activity change, negative = inhibition, usual class: inhibitors | 390,000 tested, 0.039% active | AID 504845, 2011; note: potency is the fitted concentration of half-maximal effect; % is set by controls: 0 for no effect and ±100 for the full control effect; nearly all actives have a fitted effect of over 75% in size; some results filed as inactive show a strong effect at the top dose
#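 MLSMR compounds (23 nl, pin-transferred) preincubated 10 min at room temperature with a 500nM (2x) first reagent, then RGS4 at 900nM (2x) plus Transcreener GDP mix added; fluorescence polarization (620/688 nm) read before and after 90 min at 30 °C.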
# ERG Ets-DNA blk – qHTS for Small Molecule Inhibitors of the ERG Ets/DNA interaction; 370,000 tested, 0.028% active; AID 624246, 2012; fluorescence polarization, His-ERG Ets domain / labelled DNA; Transcriptional regulator ERG (Homo sapiens), P11308; Potency, µM (series often up to 76.9 µM), without a hit: at the highest dose FP activity, negative = inhibition, most hits filed as inhibitors; active = well fitted inhibition curve with a large enough effect in the polarisation, with a control signal flat; inconclusive = small, poorly fitted or top-dose-only effect, or effect the other way, or a change in a side signal; inactive = no such curve, though single readings can be large or run the other way; the % refers to the polarisation;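 note: polarization taken with two DNA probes labelled with fluorescein and Texas red; potency is the fitted concentration of half-maximal effect; % of control where 0% means no effect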
#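 His-tagged ERG Ets domain (1 uM in the protein solution; 300mM KCl, 50mM Tris-HCl, 1mM EDTA, 1mM DTT, pH 7.5) received compound, then a probe mix of 5 nM fluorescein-DNA and 100nM Texas-615-DNA. Fluorescence polarization was read for both dyes.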
# JMJD2A Tudor inh – qHTS Assay for Inhibitors of JMJD2A-Tudor Domain | 390,000 tested, 4.4% active | Potency, µM (top dose mostly 114 µM), without a hit: top-dose activity change, negative = inhibition, most hits filed as inhibitors | Lysine-specific demethylase 4A (Homo sapiens), O75164 | AlphaScreen JMJD2A-Tudor / H3K4me3 peptide binding; note: potency is the fitted concentration of half-maximal effect; % is set by controls: 0 for no effect and ±100 for the full control effect; nearly all actives have a fitted effect of over 50% in size
# G9a inh – qHTS Assay for Inhibitors of Histone Lysine Methyltransferase G9a | Histone-lysine N-methyltransferase EHMT2 (Homo sapiens), Q96KQ7 | G9a H3K9 monomethylation, AlphaScreen, 2 h | Potency, µM (series often up to 102 µM), without a hit: at the top dose activity, negative = inhibition, actives largely listed as inhibitors | 350,000 tested, 8.8% active | AID 504332, 2011; note: potency is the fitted concentration of half-maximal effect; % is set by controls: 0 for no effect and ±100 for the full control effect; nearly all actives have a fitted effect of over 75% in size
#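 Readings reflect AlphaScreen signal from monomethyl-H3K9 antibody detection. HMT at 20 nM; substrate b-H3K9 500 nM; cofactor SAM 20 uM; 2 h RT reaction; compounds tested as titrations in qHTS with 15 min preincubation.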
# GLS inhibitor – qHTS for Inhibitors of Glutaminase (GLS). Glutaminase kidney isoform, mitochondrial (Homo sapiens), O94925. GLS enzymatic activity, qHTS titration. Potency, µM (doses to about 45.5 µM), inactives show at the highest dose activity change, negative = inhibition, usual class: inhibitors. 410,000 tested, 0.21% active. AID 624170, 2012; note: potency is the fitted concentration of half-maximal effect; % is set by controls: 0 for no effect and ±100 for the full control effect
#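 Compounds were pin-transferred onto hKGA, after which L-glutamine (1 mM solution) and a detection mix of glutamate oxidase, HRP and Amplex Red were added. Initial and 30 min RT fluorescence reads were collected.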
# BAZ2B inh – qHTS Assay for Inhibitors of BAZ2B | 360,000 tested, 4.4% active | AID 504333, 2011 | Potency, µM (doses to about 114 µM), without a hit: top-dose activity change, negative = inhibition, most hits filed as inhibitors | AlphaScreen BAZ2B-H3K14Ac peptide displacement; note: potency is the fitted concentration of half-maximal effect; % is set by controls: 0 for no effect and ±100 for the full control effect; nearly all actives have a fitted effect of over 60% in size
# Target sequence (Q9UIF8 whole entry, looked up): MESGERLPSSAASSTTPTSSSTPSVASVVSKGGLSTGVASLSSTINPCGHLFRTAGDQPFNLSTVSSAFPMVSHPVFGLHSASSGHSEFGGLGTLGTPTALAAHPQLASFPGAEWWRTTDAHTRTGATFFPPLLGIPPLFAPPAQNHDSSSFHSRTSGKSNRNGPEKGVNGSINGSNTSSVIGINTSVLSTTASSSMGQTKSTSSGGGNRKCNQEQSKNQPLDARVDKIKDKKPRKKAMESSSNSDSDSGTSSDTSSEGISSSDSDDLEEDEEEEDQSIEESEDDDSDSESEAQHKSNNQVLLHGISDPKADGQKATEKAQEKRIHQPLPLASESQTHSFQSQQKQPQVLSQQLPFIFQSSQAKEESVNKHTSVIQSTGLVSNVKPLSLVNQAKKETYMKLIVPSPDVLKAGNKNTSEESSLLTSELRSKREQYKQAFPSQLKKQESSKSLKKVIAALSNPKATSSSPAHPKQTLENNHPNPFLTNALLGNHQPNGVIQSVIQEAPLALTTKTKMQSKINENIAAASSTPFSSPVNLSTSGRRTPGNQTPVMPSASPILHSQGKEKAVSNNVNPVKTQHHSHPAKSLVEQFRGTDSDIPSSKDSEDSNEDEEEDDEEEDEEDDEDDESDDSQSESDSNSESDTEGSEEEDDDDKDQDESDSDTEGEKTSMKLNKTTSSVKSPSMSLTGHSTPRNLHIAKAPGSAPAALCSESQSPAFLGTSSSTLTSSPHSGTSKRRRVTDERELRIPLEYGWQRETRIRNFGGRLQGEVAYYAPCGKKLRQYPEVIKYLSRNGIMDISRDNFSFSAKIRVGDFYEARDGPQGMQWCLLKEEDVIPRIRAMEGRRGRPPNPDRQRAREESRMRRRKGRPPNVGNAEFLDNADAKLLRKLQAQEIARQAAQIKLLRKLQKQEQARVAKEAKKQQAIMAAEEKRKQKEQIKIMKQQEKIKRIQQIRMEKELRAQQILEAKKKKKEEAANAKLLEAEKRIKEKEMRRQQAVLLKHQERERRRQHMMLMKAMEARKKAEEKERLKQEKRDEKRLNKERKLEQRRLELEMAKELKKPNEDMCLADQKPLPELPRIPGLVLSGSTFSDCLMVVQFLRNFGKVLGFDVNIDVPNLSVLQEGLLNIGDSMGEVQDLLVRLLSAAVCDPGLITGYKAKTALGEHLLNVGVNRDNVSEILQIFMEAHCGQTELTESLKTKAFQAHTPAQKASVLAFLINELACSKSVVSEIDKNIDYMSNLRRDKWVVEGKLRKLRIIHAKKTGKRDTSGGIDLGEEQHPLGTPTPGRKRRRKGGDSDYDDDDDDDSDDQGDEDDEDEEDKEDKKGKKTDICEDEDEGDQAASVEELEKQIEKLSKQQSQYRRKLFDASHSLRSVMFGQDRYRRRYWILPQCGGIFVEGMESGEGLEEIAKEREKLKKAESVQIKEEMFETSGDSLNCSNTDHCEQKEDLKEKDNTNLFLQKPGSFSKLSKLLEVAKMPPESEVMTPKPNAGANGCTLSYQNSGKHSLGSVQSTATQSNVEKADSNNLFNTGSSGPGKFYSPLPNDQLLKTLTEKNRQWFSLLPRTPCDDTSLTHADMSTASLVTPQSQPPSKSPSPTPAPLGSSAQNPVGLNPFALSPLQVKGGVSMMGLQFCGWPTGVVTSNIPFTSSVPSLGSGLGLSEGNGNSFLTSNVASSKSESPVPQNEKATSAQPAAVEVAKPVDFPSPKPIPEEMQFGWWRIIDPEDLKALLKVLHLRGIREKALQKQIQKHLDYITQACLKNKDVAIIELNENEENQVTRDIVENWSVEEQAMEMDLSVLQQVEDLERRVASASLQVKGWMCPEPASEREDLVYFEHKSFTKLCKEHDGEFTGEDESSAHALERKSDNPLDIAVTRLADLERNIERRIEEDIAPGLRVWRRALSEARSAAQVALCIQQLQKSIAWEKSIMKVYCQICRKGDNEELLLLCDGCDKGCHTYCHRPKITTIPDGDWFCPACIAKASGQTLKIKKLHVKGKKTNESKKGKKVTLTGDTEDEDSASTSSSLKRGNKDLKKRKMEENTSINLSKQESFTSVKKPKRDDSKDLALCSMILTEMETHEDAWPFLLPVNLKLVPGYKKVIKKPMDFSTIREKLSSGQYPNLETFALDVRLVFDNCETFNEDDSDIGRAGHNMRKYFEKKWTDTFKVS
#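 Protein-peptide AlphaScreen: BAZ2B 50 nM, b-H3K14Ac 50 nM, 1x PBS pH 7.4 + 0.01% Tween-20. Preincubation 30 min RT; cpd 30 min RT (top 110 uM); beads 20 min RT, light-protected.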
# HP1b chromo inh – HTS for Inhibitors of HP1-beta Chromodomain Interactions with Methylated Histone Tails. 390,000 tested, 0.56% active. Potency, µM (titrated, usually from 114 µM), for inactives: at the top dose activity change, negative = inhibition, usual class: inhibitors. AlphaScreen HP1-beta / biotin-H3K9me3 peptide binding; note: potency is the fitted concentration of half-maximal effect; nearly all actives have a fitted effect of over 70% in size; inactives centre near 23
#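 HP1-beta protein (50 nM final) preincubated 30 min at room temperature with biotinylated H3(1-18)K9me3 peptide (50 nM) in PBS pH 7.4, 0.01% Tween-20, then compound added for 30 min. AlphaScreen streptavidin donor/nickel chelate acceptor beads (10 ug/mL final), 30 min dark, luminescence read.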
# * marks the source's active call; other numbers are inactive results; ? = inconclusive; . = no result given; & = joins results of further samples; [ ] = dose if it differs, or a comment. Unless noted, calls come from the whole dose curve; as a rule, active = well fitted curve in the direction sought with a large enough effect; inconclusive = small, poorly fitted or top-dose-only effect, or another doubt; inactive = no such curve, though single readings can be large; an effect the other way counts as inactive or inconclusive.
# Values run as follows: ALOX12 inh, PI4K2A block, RGS4 inh, ERG Ets-DNA blk, JMJD2A Tudor inh, G9a inh, GLS inhibitor, BAZ2B inh, HP1b chromo inh
CCOCCc1nn2c(=O)cc(COC(=O)CNC(=O)c3cccc(C)c3)nc2s1
→ -11%, -1, -15%, 7%, -20%, 13%[59 µM], 1%, -20%, 76%[activator]
Cc1ccc(NC(=O)/C(=C\c2ccco2)NC(=O)c2ccco2)cc1
→ ?, -4, -3%, 4%, ?, 28µM*, 5%, -1%, 47%
CC(C)c1ccc(N2C(=O)CC(NNC(=O)c3cccnc3)C2=O)cc1 (stereo unspecified)
→ -5%, 1, -24%, 25%, -3%, 56µM*, ?, -21%, 40%[activator]
CN(Cc1cnn(C)c1)Cc1nc(COc2ccccc2)no1
→ -4%, 4, ?, 3%, ?, -28%, 40%[activator], 2%, ?
Cc1nc(/N=C(\N)N(C)C)[nH]c(=O)c1C
→ 58%[activator], 3, 1%, -4%, 1%, -5%[12.7 µM], 3%, 3%, 27%
O=C(Oc1ccc(NC2=C(Cl)C(=O)c3ccccc3C2=O)cc1)c1ccc([N+](=O)[O-])cc1
→ ., 3, 11%, 3%, -25%, 1%[59 µM], -6%, -37%, 8%
CCC(C)c1ccccc1NC(=O)COC(=O)c1ccc2c(c1)S(=O)(=O)c1ccccc1C2=O (stereo unspecified)
→ 3%, -2, -5%, 11%, -30%, -12%[59 µM], 7%, -38%, -9%
CC[C@@H](C)[C@@H](C(=O)N1CCNCC1)n1cc(CCC(=O)O)nn1
→ -17%, -5, 0%, 5%, -8%, ?, -4%, -36%, 28%
C[C@@H](NCCCn1cnc2c(OCc3ccccc3)ncnc21)c1cccc2ccccc12
→ -5%, -6, 6%, -10%, -25%, ., 14%, ., 14%
CC(NC(=O)CN1C(=O)NC2(CCCC2)C1=O)c1ccc2ccccc2c1 (stereo unspecified)
→ 321%[activator], 1, 1%, 0%, -13%, 0%[2.33 µM], 3%, 7%, 33%
Cc1c2cnn(-c3ccccc3)c(=O)c2c(C)n1C(C)C(=O)NCc1cccc(Br)c1 (stereo unspecified)
→ -10%, -2, 9%, 1%, -27%, -28%[59 µM], -2%, -26%, -2%
COc1ccc(N2CCN(S(=O)(=O)c3ccc(C(=O)NC4CCCC4)cc3)CC2)cc1
→ 4%, -4, -4%, ., -12%, -12%[59 µM], 8%, -1%, 32%
O=C(Nc1cccc(Cl)c1N1CCCC1)c1ccc(Br)o1
→ ?, 0, -12%, -13%, 2%, ?, 10%, ?, 4%
C[C@H](CO)N1C[C@H](C)[C@@H](CN(C)S(=O)(=O)c2ccccc2)Oc2ccc(NC(=O)Cc3ccccc3)cc2C1=O
→ 1%, 0, 12%, -5%, -31%, ., 0%, ., 24%
O=C1NCCN/C1=C\C(=O)c1ccccc1
→ -1%, -5, -9%, ., -28%, 1%, 0%, ?, 15%
Cc1cc(=O)oc2c(C)c(OCC(=O)N3CCN(c4ccccc4)CC3)ccc12
→ 6%, 10, -26%, -2%, -34%, 11%, 1%, ?, 19%
NC(=O)Nn1c(CCC(=O)O)ccc1-c1ccc(F)cc1
→ 23%, -3, 16%, 5%, -11%, -49%, 10%, -34%, 31%
COC(=O)C1=C(C)N(C)C(C)=C(C(=O)OC)C1c1ccncc1
→ 0%, 3, 1%, -3%, -2%, 6%[12.7 µM], 22%, -1%, 12%
O=C(Cn1cccc1)Nc1ccc(OC(F)(F)F)cc1
→ 4%, 1, -11%, 4%, -35%, -41%[59 µM], 3%, ?, -7%
Cc1ccccc1C(=O)NNC(=O)c1cccn1C
→ 19%, -3, 19%, 0%, -16%, -1%, 13%, 4%, -6%
C[C@]12C=CC(=O)C=C1CC[C@@H]1C2[C@@H](O)C[C@@]2(C)C1CC[C@]2(O)C(=O)COC(=O)CCC(=O)O (stereo partly specified)
→ 0%, -2, -7%, 1%, -2%, -4%, -2%, -5%, 41%[activator]
CCOc1ccc(/C=C/C(=O)c2c(O)cc(C)oc2=O)cc1
→ ?, -29, -25%, 12%, -30%, ?, -11%, -35%, 13%
COc1ccccc1-c1nnc(SCC(=O)NCc2c(C)c(Cl)cc(C(C)C)c2O)o1
→ 13%, 4, -11%, -5%, -22%, 9%[12.7 µM], 0%, 8%, 16%
O=C(CSc1nc2ccc(NC(=O)c3ccccc3C(=O)O)cc2s1)Nc1c(Cl)cccc1Cl
→ ?, 2, -33%, -2%, -26%, 71µM*, 29%, ?, -6%
Cc1ccc(NC(=O)[C@@H](c2ccccc2)N2Cc3ccccc3C2=O)cc1
→ 0%, -1, -8%, -1%, -19%, -6%[59 µM], 1%, -25%, 19%
CCCCCCCNC(=O)C1(CC2CC(c3ccc(Cl)cc3)=NO2)CCN(C(=O)C2(C)CC2)CC1 (stereo unspecified)
→ ., -5, 10%, 4%, -15%, 3%, 3%, -10%, 38%
O=C(NCC1CCCO1)c1cc(C(=O)c2ccc(Cl)cc2Cl)c[nH]1 (stereo unspecified)
→ -14%, 4, -19%, 8%, -3%, -2%, -23%, -17%, 37%
O=S(=O)(c1ccc(F)cc1)N1CN(Cc2ccco2)c2nc3ccccc3nc21
→ ?, -3, -20%, ., ?, 11µM*, 7%, ?, -4%
CC(=O)NNc1nc(-c2ccc(C)cc2)cs1
→ -1%, 0, -4%, 13%, -11%[11.4 µM], 32µM*, -20%, -19%, 16%
CN(C(=O)c1ccccc1)C1(C)CCS(=O)(=O)C1 (stereo unspecified)
→ 445%[activator], -7, ?, 0%, -4%, 3%[59 µM], 4%, -28%, 24%

# Three entries from above, arranged by molar mass, descending.
# Values run as follows: ALOX12 inh, PI4K2A block, RGS4 inh, ERG Ets-DNA blk, JMJD2A Tudor inh, G9a inh, GLS inhibitor, BAZ2B inh, HP1b chromo inh
Cc1cc(=O)oc2c(C)c(OCC(=O)N3CCN(c4ccccc4)CC3)ccc12
→ 6%, 10, -26%, -2%, -34%, 11%, 1%, ?, 19%
O=C(NCC1CCCO1)c1cc(C(=O)c2ccc(Cl)cc2Cl)c[nH]1 (stereo unspecified)
→ -14%, 4, -19%, 8%, -3%, -2%, -23%, -17%, 37%
Cc1ccccc1C(=O)NNC(=O)c1cccn1C
→ 19%, -3, 19%, 0%, -16%, -1%, 13%, 4%, -6%

# (list continues)
# Values run as follows: ALOX12 inh, PI4K2A block, RGS4 inh, ERG Ets-DNA blk, JMJD2A Tudor inh, G9a inh, GLS inhibitor, BAZ2B inh, HP1b chromo inh
CCCN(C(=O)C1=COCCO1)c1c(N)n(Cc2ccccc2)c(=O)[nH]c1=O
→ -15%, -1, -3%, 3%, -18%, -37%, 4%, -5%, 3%
COc1ccccc1Nc1nc(-c2ccccc2)nc2ccccc12
→ -27%&-5%, -3, -23%, 7%, 122%[activator], 251%[activator], -4%, 74%[activator], 202%[activator]
COc1cccc(OCCNS(=O)(=O)c2cccc([N+](=O)[O-])c2)c1
→ -11%, 0, -1%, -2%, -18%, -39%, -4%, -21%, 39%
S=c1nc(C2CC2)[nH]c2ccccc12
→ -25%, -11, ?, -6%, ?, ?, ?, -6%, -10%
CC(=O)N1CCN(c2ccc(NC(=O)COc3ccc(Cl)cc3Cl)cc2)CC1
→ ?, -1, ?, 7%, -29%, 8%, ?, 3%, 4%
CC(=O)c1ccc(NS(=O)(=O)c2cccc(C(=O)Nc3ccccc3C(=O)O)c2)cc1
→ 32µM*, -7, 1%, -11%, -14%, ., 16%, ?, 22%
C=CCn1c(SCC(=O)NC2CCCC2)nc2sc(C)cc2c1=O
→ 1%, -3, 10%, -3%, -7%, -44%, 4%, 8%, 3%
COc1ccc(N(CC(=O)Nc2ccc(F)c(F)c2)S(=O)(=O)c2c(C)[nH]c(=O)[nH]c2=O)cc1
→ -6%, -4, 9%, -21%, -8%, ., 4%, -4%, 37%
N#CCc1ccccc1C(=O)OCC(=O)N(Cc1ccccc1)Cc1ccccc1
→ 1%, -5, -14%, 13%, 11%, 11%[59 µM], -7%, 0%, 56%[activator]
COc1ccc(NC(=O)c2ccc3c(=O)n4nc(Nc5cccc(Cl)c5C)sc4nc3c2)cc1
→ 5%, 0, 7%, 1%, -20%, -13%[59 µM], 0%, -4%, 0%
COc1ccc(Cc2nnc(NC(=O)c3ccccc3F)s2)cc1
→ -19%, 3, 8%, 7%, -14%, -47%[59 µM], 1%, -19%, 2%

# Assay outcomes: PubChem, National Center for Advancing Translational Sciences (NCATS)

# Not all compounds are listed, so the mix of outcomes need not match the whole.
